FEN1 inhibitor – qHTS Assay for the Inhibitors of Human Flap endonuclease 1 (FEN1); Recombinant FEN1 flap cleavage, fluorescence, 15 min; hit rate 0.35% among 390,000; Potency, µM (doses to about 114 µM), for the others: at the top dose activity change, negative = inhibition, usual class: inhibitors; also: nearly all actives have a fitted effect of over 65% in size
Target sequence (P39748 whole entry, looked up): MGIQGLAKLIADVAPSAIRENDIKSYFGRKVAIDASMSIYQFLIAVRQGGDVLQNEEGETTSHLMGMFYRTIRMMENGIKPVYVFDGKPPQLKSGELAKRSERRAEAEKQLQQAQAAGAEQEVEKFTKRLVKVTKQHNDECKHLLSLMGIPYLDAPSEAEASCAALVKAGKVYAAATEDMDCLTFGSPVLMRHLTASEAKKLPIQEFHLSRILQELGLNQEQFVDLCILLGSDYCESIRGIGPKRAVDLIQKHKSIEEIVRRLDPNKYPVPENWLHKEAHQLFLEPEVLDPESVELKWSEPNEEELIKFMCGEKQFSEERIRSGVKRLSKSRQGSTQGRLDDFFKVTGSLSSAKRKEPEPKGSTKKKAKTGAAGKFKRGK
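Steps: FEN1 (10 nM) dispensed; compound added by pin tool; 15 min at room temperature; substrate added to 50 nM final; reads at 0 min and 15 min; data normalized and fitted (four-parameter Hill).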
KAT2A inh – qHTS Assay for Inhibitors of GCN5L2; Histone acetyltransferase KAT2A (Homo sapiens), Q92830; hit rate 0.21% among 390,000; Potency, µM (series often up to 58.9 µM), for inactives: top-dose activity change, negative = inhibition, usual class: inhibitors; AID 504327, 2011; GCN5L2 HAT assay, ThioGlo1 CoA-SH fluorescence
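Titration-based screen in which CoA formation is detected via maleimide probe ThioGlo1 (50uM) turning fluorescent on thiol reaction; substrates H3(1-25) 75uM and acetyl-CoA 70uM, GCN5L2 20nM, 20 min incubation at room temperature.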
TDP1 cell CPT – qHTS for Inhibitors of human tyrosyl-DNA phosphodiesterase 1 (TDP1): qHTS in cells in presence of CPT; hit rate 12% among 420,000; chicken DT40 Tdp1-/-;hTDP1 cells + 20 nM CPT, ATP luminescence, 48 h; Potency, µM (highest dose often 46.2 µM), for the others: at the highest dose activity change, negative = growth inhibition, usual class: inhibitors; AID 686979, 2013; also: nearly all actives have a fitted effect of over 55% in size
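Chicken DT40 Tdp1-/- cells complemented with human TDP1, 400 cells/well, exposed to compounds plus 20 nM camptothecin for at least 48 h at 37 C; viability read as ATP content by CellTiter-Glo luminescence.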
An asterisk follows results filed as active; ? = inconclusive; . = no result given; & = joins results of further samples; ! = not active in a repeat; [ ] = another dose, or the depositor's remark. Calls follow the shape of the dose curve; as a rule, active = well fitted curve in the direction sought with a large enough effect; inconclusive = small, poorly fitted or top-dose-only effect, or another doubt; inactive = no such curve, though single readings can be large; an effect the other way counts as inactive or inconclusive. % is scaled to controls: 0 for no effect and ±100 for the full control effect; potency is read from the fitted curve at half-maximal effect. The list is partial, so the mix of outcomes need not match the whole.

SMILES | FEN1 inhibitor | KAT2A inh | TDP1 cell CPT
O=C(NCCCn1ccnc1)/C(=C/c1ccc(Cl)cc1)NC(=O)c1ccccc1 | -6% | 1% | -6%
COc1ccccc1/C=C/CN1CCC(n2nccc2NC(=O)CCc2ccccc2)CC1 | 6% | -5% | 15µM*
FC(F)(F)c1cccc(N2CCN(c3nnnn3-c3ccccc3)CC2)c1 | -20% | -7% | -10%
Fc1ccc(C2CC(c3cccs3)=NN2c2ccccc2)cc1 (configuration not stated) | -8% | -10% | 9%
COc1ccc(CC(=O)O/N=C(\N)c2ccc(C)cc2)cc1 | -14% | -15% | -16%
CCC(=O)NC(Nc1ncc(C)s1)(C(=O)OC)C(F)(F)F (configuration not stated) | 0% | 4% | -12%
CCc1cccc(C)c1NC(=O)CCCn1c(=O)c2cccn2c2cccnc21 | 2%&6% | 2%&-1% | 23µM*!
Cc1nc2ccc(NC(=O)c3ccc(Cl)s3)cc2s1 | -1% | -7% | ?
O=C1c2[nH]nc(-c3ccccc3O)c2C(c2cccc(OCc3ccccc3)c2)N1CCCO (configuration not stated) | -2% | 2% | ?
Cc1nc(Cc2ccc(OC(C)C)cc2)[nH]c(=O)c1CC(=O)O | 4% | -7% | 2%
Cc1ccc(S(=O)(=O)NCCSc2ccccc2)cc1[N+](=O)[O-] | -22% | -6% | -13%
COc1ccc(-c2nc(CS(=O)CC(=O)NC3CCCCC3)c(C)o2)cc1 (configuration not stated) | 21% | -1% | -4%
O=c1c(-c2ccnn2-c2cccc(Cl)c2)cnc2n1CCS2 | -2% | -5% | -3%
Cc1ccc(F)cc1NC(=O)C1CCCN(c2ncccn2)C1 (configuration not stated) | -15% | -16% | -10%
COC(=O)c1cc(-c2cccc(OC)c2)c2c(=O)[nH]c(=O)n(C)c2n1 | -2% | -1% | -16%
O=C(O)c1ccccc1C(=O)NCc1cccnc1 | 6% | 4% | -1%
CC1=CC(c2ccccc2)n2nc(NC(=O)CCC(=O)O)nc2N1 (configuration not stated) | 0% | 2% | ?
Cc1cc(C)c(C)c(S(=O)(=O)N2CCN(CC(=O)Nc3sccc3C#N)CC2)c1C | 11% | -4% | 26µM*
Cc1ccc(Cn2c(CN3CCC(C(=O)NCCc4ccccc4)CC3)cc3ccccc32)cc1 | 7% | -3% | 23µM*
CC(C)OC(=O)c1cc(NC(=S)Nc2ccc([N+](=O)[O-])cc2)cc(C(=O)OC(C)C)c1 | -5% | -17% | 9.2µM*
O=[N+]([O-])c1ccc2oc(-c3cccc(O)c3)nc2c1 | -4% | -23% | ?
CNC(=S)Nc1ccc(N2CCCC2)c(S(=O)(=O)Nc2ccc(OC)cc2)c1 | -11% | -7% | ?
O=C(Nc1ccccc1)Nc1ccc2ocnc2c1 | 0% | -4% | 10%
CCOc1ccc(-c2csc(NNC3=NCCCCC3)n2)cc1 | -17% | -6% | 10µM*
Cc1cc(S(=O)(=O)NCC(C)C)ccc1OCC(=O)NC1CC1 | -9% | -1% | -2%

Full records, looked up by structure:
`CCOc1ccc(-c2csc(NNC3=NCCCCC3)n2)cc1` as listed: FEN1 inhibitor = -17%; KAT2A inh = -6%; TDP1 cell CPT = 10µM*
`O=c1c(-c2ccnn2-c2cccc(Cl)c2)cnc2n1CCS2` as listed: FEN1 inhibitor = -2%; KAT2A inh = -5%; TDP1 cell CPT = -3%
`COc1ccc(-c2nc(CS(=O)CC(=O)NC3CCCCC3)c(C)o2)cc1` (configuration not stated) as listed: FEN1 inhibitor = 21%; KAT2A inh = -1%; TDP1 cell CPT = -4%

The main list resumes; the three compounds before the break are reprinted first.
SMILES | FEN1 inhibitor | KAT2A inh | TDP1 cell CPT
O=C(Nc1ccccc1)Nc1ccc2ocnc2c1 | 0% | -4% | 10%
CCOc1ccc(-c2csc(NNC3=NCCCCC3)n2)cc1 | -17% | -6% | 10µM*
Cc1cc(S(=O)(=O)NCC(C)C)ccc1OCC(=O)NC1CC1 | -9% | -1% | -2%
Fc1cccc(CNC2CCN(CCc3ccccc3)CC2)c1 | -10% | -10% | ?
O=C1C2C3C=CC([C@@H]2C(=O)N1C1CCCCC1)[C@H]1C(=O)N(C2CCCCC2)C(=O)C31 (some centres not stated) | -1% | -9% | ?
CC(=O)c1ccc(NC(=O)COC(=O)c2ccc(F)cc2F)cc1 | 0% | -21% | -3%
O=C(CN1CCOCC1)NCc1cc([N+](=O)[O-])ccc1O | 4% | -9% | 0%
Cc1sc2ncnc(N3CCC(C(=O)N(C)CC(=O)Nc4ccc(Cl)c(C(F)(F)F)c4)CC3)c2c1C | -11% | -17% | ?
O=C(CCn1c(=O)c2cccn2c2cccnc21)NCc1ccccc1F | -2% | -2% | -2%
Cc1nc(NC(=O)c2ccccc2)sc1C1(C)CC(c2c(Cl)cccc2Cl)=NO1 (configuration not stated) | -2% | -3% | 23µM*
Cc1cc(C(=O)N/N=C/c2ccncc2)c2ccccc2n1 | -6% | -29% | -1%
CCN1C(=O)CSC1=Nc1ccc(Cl)c(Cl)c1 | 1% | -2% | -34%
NNC(=O)CN1C(CN2CCOCC2)=Nc2ccc(Br)cc2C1c1ccccc1 (configuration not stated) | -12% | 0% | -27%
COc1ccc(N(CC(=O)Nc2ccc(C)c(C)c2)S(=O)(=O)c2ccc(C)cc2)cc1OC | -3% | -2% | -6%
O=C1CC(SCCc2nc3ccccc3[nH]2)C(=O)N1c1ccc(F)cc1 (configuration not stated) | -7% | -2% | -22%
COc1ccc(NC(=O)C(Cc2ccccc2)NS(=O)(=O)c2ccc(Br)s2)cc1OC (configuration not stated) | 2% | -6% | ?
O=C(COC(=O)c1cccc(S(=O)(=O)NCc2ccccc2)c1)NCC1CCCO1 (configuration not stated) | 2% | -5% | 1%
Cc1ncc(CO)c2c1Oc1nc(-c3ccc(Cl)cc3)nc(SCC(=O)N3CCCCC3)c1C2 | 13% | -3% | ?
COc1ccc(CCNCc2c(C(=O)O)c(C)n(Cc3cccc(C)c3)c2C)cc1OC | 1% | -7% | ?
COc1ccc(Cn2ccnc2)cc1[N+](=O)[O-] | -6% | -9% | 12%
CCc1nc(SCC(=O)N2CCC(C)CC2)c2c(=O)n(C)c(=O)n(C)c2n1 | 14% | 0% | ?
Cc1cccc(-n2c(O)c(C=Nc3c(C)n(C)n(-c4ccccc4)c3=O)c3ccccc3c2=O)n1 | -14%&-6% | -4% | -6%&-19%
COCC(=O)Nc1nc(-c2ccc([N+](=O)[O-])cc2)cs1 | 8% | -14% | -23%
Cc1nnc(NC(=O)Cn2c(=O)sc3ccccc32)s1 | 18% | 1% | 9%
N#Cc1ccc(S(=O)(=O)N2CCN(CC(=O)Nc3ccccc3C(=O)NC3CC3)CC2)cc1 | -9% | -3% | 0%
O=C(COC(=O)CCS(=O)(=O)c1ccc(Cl)cc1)Nc1ncc(Cl)cc1Cl | -2% | -9% | -17%
COc1ccc(Nc2cc(C(=O)NCCCN3CCN(c4ccccc4F)CC3)c3ccccc3n2)c(OC)c1 | -23% | -6% | ?
COc1ccc(C=C2C(=O)c3ccccc3C2=O)cc1O | ? | -7% | 0%

Continuation.
SMILES | FEN1 inhibitor | KAT2A inh | TDP1 cell CPT
COC(=O)Cn1c2c(c3cc(C)ccc31)CCCC2NC(C)c1ccccc1 (configuration not stated) | 13% | -4% | 1%
CS(=O)(=O)N(Cc1ccccc1)c1ccc(C(=O)Nc2ccccc2C(=O)O)cc1 | 5% | -4% | -4%
C=C(C)CN(CC)C(=O)CSc1nc2ncc(Cl)cc2[nH]1 | -3% | 1% | ?
C[N+]1(CC(=O)OCCCC2CCCCC2)CCCC1 | -3% | 0% | -28%
CC(NC(=O)CNC(=O)c1ccccc1Br)c1cccs1 (configuration not stated) | 14% | -6% | 7%
O=c1cc(N2CCOCC2)oc2c(-c3ccccc3)cccc12 | ? | -21% | 8.2µM*
COc1ccc(-c2cc(-c3cccs3)nc3sc(C#N)c(N)c23)cc1 | -8% | ? | -12%
COc1ccc(-c2cc(C(F)(F)F)c(C#N)c(SCC(=O)Nc3ccccc3C#N)n2)cc1 | -4% | -18% | ?
NCCNC(=O)Cc1ccc(NC(=O)Cc2ccc(Nc3ncnc4c3ncn4[C@@H]3O[C@H](CO)[C@@H](O)[C@H]3O)cc2)cc1 | ? | 3%&-6% | -7%&0%
CCOc1cccc(C2C(C(=O)c3ccc(C)o3)=C(O)C(=O)N2Cc2ccccc2)c1 (configuration not stated) | -22% | -19% | ?
COc1ccc(/C=C/C(=O)Oc2ccc(C=O)cc2OC)cc1 | 12% | . | -19%
CCCC(=O)NC(=S)Nc1cccc(NC(=O)c2ccc(Cl)cc2Cl)c1 | -7% | 1% | ?
N#CCCN(C(=O)COC(=O)COc1ccc(Cl)cc1)c1ccccc1 | -7% | -2% | 17%
CN(C)CCCNC(=O)c1cc(C(=O)c2c(Cl)cccc2Cl)c[nH]1 | -15% | 23% | ?
CCCCn1c2nc3ccccc3nc2c2c(=O)n(C(C)CC)cnc21 (configuration not stated) | 36% | -3% | 10µM*
Cc1ccc(N=Nc2c(N)[nH]n3c(=O)cc(C)nc23)cc1 | -11% | -5% | ?
CSCc1ccc(C(=O)N2CCCC(Nc3ccc4c(c3)OCCO4)C2)o1 (configuration not stated) | 16% | -2% | -11%
O=C(O)C[C@H]1c2cc(F)ccc2S(=O)(=O)N1C1CCCC1 | -9%&-4% | . | 4%&-5%
CCCN1CCN(C(=O)Cn2cnc3ccc(S(=O)(=O)N4CCC(C)CC4)cc3c2=O)CC1 | 1% | 0% | 2%
CCC(Sc1nccn1C)C(=O)Nc1nnc(C)s1 (configuration not stated) | -4% | -4% | -3%
O=c1c2ccc([N+](=O)[O-])cc2ncn1CCOc1ccc(Cl)cc1 | -7% | 0% | 18µM*
CNC(=O)C1CCN(S(=O)(=O)c2c(C)noc2/C=C/c2cccc(OC)c2)CC1 | 16% | -7% | 3%
CC(CCc1ccc(O)cc1)NCCc1ccc(O)c(O)c1 (configuration not stated) | 2% | -2%&-15% | 27µM*
CCOc1ccc(-c2c(C)sc3nc[nH]c(=O)c23)cc1 | 3% | 1% | ?
O=C(CCCc1ccccc1)NC1CC(=O)N(c2ccc(Cl)cc2)C1 (configuration not stated) | 14% | 1% | ?

The list goes on:
SMILES | FEN1 inhibitor | KAT2A inh | TDP1 cell CPT
Cc1cc(N2CCN(C)CC2)nc2ccc(NC(=S)N3CCN(c4ccccn4)CC3)cc12 | 7% | 1% | -27%
CSc1ncc(C(=O)NCc2ccccc2Cl)c(C(F)(F)F)n1 | 13% | -7% | -21%
CCN(CC)CCCN1C=C2C(=O)C(C)(OC(=O)CCC(=O)OC)C(=O)C=C2C=C1C1CC1 (configuration not stated) | -9% | . | -13%
Cc1cccc(N(CC(=O)Nc2c(C)n(C)n(-c3ccccc3)c2=O)S(C)(=O)=O)c1C | -2% | 0% | 3%
CCCCOc1ccc(C(=O)NCC2(N3CCN(C)CC3)CCCCC2)cc1 | -4% | -4% | ?
CC1CC(C)CN(C(=O)c2ccccc2Nc2ccc(SC(F)F)cc2)C1 (configuration not stated) | 3% | ? | -24%
COc1cc(C(=O)Nc2ccc(OCc3cc(=O)n4ccc(C)cc4n3)cc2)cc(OC)c1OC | -2% | 0% | -7%
CCCCCCCCc1nc(SCC(C)=O)n[nH]1 | -16% | -5% | ?
O=C(NCc1ccc(N2CCCC2=O)cc1)Nc1ccccc1 | -11% | -5% | -3%
Cc1ccc(Cl)cc1N1CCN(C(=O)c2ccc3c(c2)N(Cc2ccccc2)CCS3)CC1 | 17% | -2% | 16µM*
CCN1CCN(S(=O)(=O)c2ccc(Cl)c(C(=O)N(CC(C)C)C3CCS(=O)(=O)C3)c2)CC1 (configuration not stated) | 40%[activator] | . | -28%
COc1ccc(-c2nnc3ccc(SC(C(C)=O)C(C)=O)nn23)cc1OC | 13% | -8% | 18µM*
O=C1CC2(CCN(C(=O)COc3ccc(Cl)cc3)CC2)Oc2ccccc21 | -16% | -8% | ?
CCOC(=O)NNc1ccccc1 | 13% | ? | 5%
O=C(COc1ccccc1CNCc1ccccc1)Nc1ccccc1 | 3% | 1% | ?
O=C(/C=C/c1ccc(F)cc1)NCCCN1CCN(CCCNC(=O)/C=C/c2ccc(F)cc2)CC1 | 2% | 0% | ?
Cc1cc(NC(=O)c2cccc(C(=O)Nc3cc(C)on3)n2)no1 | -1% | -15% | 0.18µM*
COc1ccccc1/C=C/C=N/Nc1cccc(C(=O)O)c1 | -2% | -10% | 2%
Cc1ccc(C2NC(=O)c3c(sc4c3CCN(C)C4)N2)o1 (configuration not stated) | -17% | -13% | -2%

Bioassay records from PubChem.
